SKN-1 block – suppressors of acrylamide-induced Pgst-4::GFP reporter in worms, primary screen, SKN-1 inhibitor project, whole organism, uHTS, GFP/RFP fluorescence ratio, strain VP596. inhibition, % at 21.8 µM. AID 624304, 2012. C. elegans VP596 Pgst-4::GFP/RFP ratio, 24 h. 0.49% of 360,000 active;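 active = interference check ratio from 0.5 to 1.5 plus GFP to RFP signal ratio inhibition reaching or exceeding a fixed threshold, cut at about 30% in these data, passing the limit was not always enough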; note: some compounds called inactive have numbers as strong as hits
Neddyl block – inhibitors of cullin neddylation, primary screen, biochemical, TR-FRET, uHTS, NAE and Ubc12 | NEDD8-conjugating enzyme Ubc12 (Homo sapiens) + NEDD8-activating enzyme E1 regulatory … | calls only at 25 µM | 0.58% of 360,000 active; in the data active = inhibition above about 36%
Target sequence (P61081 whole entry, looked up): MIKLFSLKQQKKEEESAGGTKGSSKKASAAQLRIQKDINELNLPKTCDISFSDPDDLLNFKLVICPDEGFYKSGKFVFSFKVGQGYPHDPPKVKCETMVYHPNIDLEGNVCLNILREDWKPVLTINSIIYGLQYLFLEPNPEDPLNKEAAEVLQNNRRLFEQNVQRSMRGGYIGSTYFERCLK
Target sequence (Q13564 whole entry, looked up): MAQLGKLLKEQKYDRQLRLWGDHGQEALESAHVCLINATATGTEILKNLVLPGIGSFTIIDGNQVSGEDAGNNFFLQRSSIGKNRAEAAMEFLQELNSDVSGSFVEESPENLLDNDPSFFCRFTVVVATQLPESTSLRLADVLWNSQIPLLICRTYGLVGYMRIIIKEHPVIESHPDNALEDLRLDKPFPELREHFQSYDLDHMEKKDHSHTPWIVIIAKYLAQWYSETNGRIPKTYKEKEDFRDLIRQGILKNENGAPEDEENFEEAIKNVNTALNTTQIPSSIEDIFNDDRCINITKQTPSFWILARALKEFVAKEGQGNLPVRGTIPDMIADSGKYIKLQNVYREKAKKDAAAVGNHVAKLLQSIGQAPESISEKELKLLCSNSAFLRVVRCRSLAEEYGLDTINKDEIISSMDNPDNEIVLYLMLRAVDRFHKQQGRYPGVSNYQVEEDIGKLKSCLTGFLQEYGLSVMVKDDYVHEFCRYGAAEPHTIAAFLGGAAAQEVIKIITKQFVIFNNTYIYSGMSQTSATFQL
CSN deneddyl inh – inhibitors of CSN-mediated cullin deneddylation, primary screen, biochemical, fluorescence polarization, uHTS | AID 651999, 2013 | Purified CSN, SCF-Nedd8-OG deneddylation | inhibition, % at 12.5 µM | 0.38% of 360,000 active;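 active = pattern-corrected inhibition above about 35%, with an unprinted fluorescence ratio check between 0.5 and 1.5, limit read from the data, passing the limit was not always enough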;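 note: 0% = enzyme with substrate and 100% = substrate without enzyme; some results filed as inactive read as strong as hits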
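Assay system: purified human Csn5 enzyme expressed in HEK293T cells; Input: 0.24 nM Csn5 enzyme, final concentration; Reagent: 10 nM SCFSkp2-Nedd8OG; Compound dosing: 12.5 µM single point; Times: reaction 90 min, room temperature; Technique: fluorescence polarization readout.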
FAS TE block – FAS thioesterase domain inhibitors, primary screen, biochemical, fluorescence intensity, uHTS | inhibition, % at 15 µM | recombinant FAS-TE, OMFH fluorogenic substrate, fluorescence endpoint | 0.67% of 360,000 active;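 active = compounds whose normalised, plate-corrected inhibition of enzyme fluorescence in the single-dose primary screen is 50% or more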;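 note: 0% = DMSO with enzyme and 100% = substrate without enzyme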
PABP1 MLLE inh – inhibitors of PABP1 MLLE–PAM2 peptide binding, primary screen, biochemical, fluorescence polarization, FITC-PAM2, GST-MLLE. Polyadenylate-binding protein 1 (Homo sapiens), P11940. AID 588489, 2011. 0.36% of 360,000 active. inhibition, % at 20 µM; in the data active = inhibition above about 35%, passing the limit was not always enough;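 note: plate controls were DMSO wells with GST-MLLE for no effect and wells lacking GST-MLLE protein for full effect; some results filed as inactive read as strong as hits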
Rin1 Abl inh – inhibitors of Rin1-Abl protein binding, primary screen, biochemical, TR-FRET | AID 588664, 2011 | Tyrosine-protein kinase ABL1 (Homo sapiens) + Ras and Rab interactor 1 (Homo sapiens), … | inhibition, % at 7.35 µM | 0.4% of 360,000 active; in the data active = inhibition above about 5%, passing the limit was not always enough
NadD block – inhibitors of S. aureus NadD, primary screen, biochemical, colorimetric, uHTS | 0.78% of 360,000 active | Nicotinate-nucleotide adenylyltransferase NadD (Staphylococcus aureus N315) | inhibition, % at 20 µM | purified NadD enzyme, colorimetric absorbance read-out; in the data active = inhibition above about 26%; note: some compounds past the cut are filed as inactive
MT1-MMP act inh – blockers of MT1-MMP proenzyme processing, primary screen, HT1080 RFP-PRO-GFP cells, GFP/RFP fluorescence. GFP/RFP ratio fluorescence, overnight; percent of plate control window, DMSO zero. 0.061% of 360,000 active. GFP/RFP ratio change, % at 20 µM. Matrix metalloproteinase-14 (Homo sapiens), P50281;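 active = GFP/RFP ratio change of at least 30% with cell ATP level not reduced by more than half and red fluorescence within 50% of control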; note: strong numbers were not always called active
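Assay system: RFP-PRO-GFP reporter HT1080 cells; read-out basis: GFP/RFP fluorescence ratio; benchmarks: DMSO wells and RFP-L50D-GFP cells; doses: 20 µM single dose, 1% DMSO; schedule: overnight cell settling, then overnight compound exposure, 37 °C, 5% CO2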
Rpn11 block – Rpn11 (PSMD14) deubiquitinase inhibitors, primary screen, biochemical, fluorescence polarization, uHTS; 0.59% of 360,000 active; 26S proteasome non-ATPase regulatory subunit 14 (Homo sapiens), O00487; human 26S proteasome, Ub4-pepOG fluorescence polarization; 20S core pre-blocked with epoxomicin; calls only at 20 µM; AID 588493, 2011;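 active = inhibition at 20 µM, scaled to each plate's controls, above about 33%, limit read from the data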
Target sequence (O00487 whole entry, looked up): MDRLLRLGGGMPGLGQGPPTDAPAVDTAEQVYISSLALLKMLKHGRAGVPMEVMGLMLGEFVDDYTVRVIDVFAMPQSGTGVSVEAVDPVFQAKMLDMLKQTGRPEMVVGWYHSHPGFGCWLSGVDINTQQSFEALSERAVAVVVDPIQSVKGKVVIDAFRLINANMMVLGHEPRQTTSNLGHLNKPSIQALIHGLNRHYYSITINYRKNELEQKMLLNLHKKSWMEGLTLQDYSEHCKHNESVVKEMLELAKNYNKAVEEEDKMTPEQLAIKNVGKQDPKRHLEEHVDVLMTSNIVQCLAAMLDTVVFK
* = called active by the depositor; i = inactive; . = no result given; + = active, no number.

SMILES	SKN-1 block	Neddyl block	CSN deneddyl inh	FAS TE block	PABP1 MLLE inh	Rin1 Abl inh	NadD block	MT1-MMP act inh	Rpn11 block
COCCNC(=O)C1CC(c2cccc(F)c2)=NO1 (configuration not stated)	9	i	0	-6	2	2	1	2	i
NS(=O)(=O)c1ccc(CCNC(=O)COC(=O)C2CCCN2C(=O)c2cccs2)cc1 (configuration not stated)	-1	i	6	-6	1	3	-1	4	i
COc1ccc(C2CC(c3ccccc3)=NN2C(=O)c2ccc(Cl)c([N+](=O)[O-])c2)cc1 (configuration not stated)	8	i	-2	66*	11	-2	-1	-11	i
CCC(=O)Nc1ccc(C(=O)n2ccc(C)n2)cc1	-8	i	1	-12	-2	2	-3	10	i
Cc1ccc(C(=O)OCC(=O)N(C)C2CCS(=O)(=O)C2)cc1S(=O)(=O)N1CCOCC1 (configuration not stated)	-1	i	4	-6	6	2	0	2	i
Cn1c(=O)c2c(ncn2CC(=O)OCC(=O)c2ccc(F)c(F)c2)n(C)c1=O	15	i	0	-5	-2	-1	1	-1	i
O=C(NCc1cc(C(F)(F)F)ccc1Cl)c1cccc2c1C(=O)c1ccc(N3CCOCC3)cc1S2(=O)=O	4	i	23	-22	-27	0	0	-20	i
O=C(Nc1ccn(CCCNCc2cccc3ccccc23)c(=O)n1)OCc1ccccc1	2	i	6	0	1	-2	12	2	i
O=C(Nc1oc2ccccc2c(=O)c1-c1ccc(Cl)cc1)c1ccco1	7	i	3	-3	3	1	-5	0	i
O=C1c2cccc(OCC(=O)N3CCCc4ccccc43)c2CCN1Cc1ccccc1	5	i	-11	-3	13	0	-2	3	i
COc1ccc(-c2cc3ccccc3n2CC(O)CNC(CO)(CO)CO)cc1 (configuration not stated)	-5	+	2	-2	-11	-2	-6	3	i
O=C(CCCCCn1nnc2ccccc2c1=O)Nc1ccccc1Cl	4	i	-1	-4	-11	1	0	-4	i
Cc1ccsc1C(=O)NCCc1c[nH]c2ccccc12	-11	i	2	0	5	-6	2	1	i
Cc1ccccc1C(=O)Nc1cccc(NC(=O)Cn2cnc3c(=O)n(C)c(=O)n(C)c32)c1	3	i	-1	-4	3	2	11	-3	i
COc1ccc(OCC(=O)N/N=C2/C=C(C)CC2)cc1	0	i	-2	-7	-4	6	0	-2	i
CCCCCC(=O)NNC1=NCC(Cc2cccc(Cl)c2)S1 (configuration not stated)	-6	i	-5	-9	20	-2	-3	1	i
CCCC1(C(=O)OCC)NC(c2ccc(O)cc2)C2C(=O)N(c3cccc(C(C)=O)c3)C(=O)C21 (configuration not stated)	5	i	0	-2	10	2	1	0	i
COC(=O)c1ccc(N2CCN(C)CC2)c(NC(=O)COc2ccccc2)c1	5	i	1	-3	2	-1	-6	-2	i
O=C(Nc1ccccc1)OCc1ccccn1	-9	i	-6	-6	7	2	-5	0	i
Oc1ccc(CN2CCc3ccccc3C2)c2cccnc12	-10	i	-2	3	15	28*	9	-10	i
Cc1csc(SCc2nnc(-c3ccccc3Br)o2)n1	8	i	-1	-5	24	6	2	-1	i
COc1ccc(-c2ccc(C(=O)Nc3ccc4c(c3)OCO4)c3occc23)c(C)c1	19	i	0	29	9	-2	-12	-1	i
C=CCc1c(C)[nH]c2c(OC)cccc2c1=S	9	i	-1	8	14	-3	-2	0	i
CCOC(=O)C1(Cc2cccc(OC)c2)CCCN(C(=O)c2cc(C)oc2C)C1 (configuration not stated)	-2	i	-1	-4	-10	6	-3	2	i
Cc1ccc(C(=O)Nc2ccc([N+](=O)[O-])cn2)o1	5	i	1	8	8	-3	0	-1	i
COCCN1C(=O)N[C@@H](CCc2ccccc2)[C@@H](C(=O)OC)[C@H]1C	3	i	0	-10	16	-1	-5	-1	i
CCc1nc(SCC(=O)NNC(=O)C(C)C)c2ccccc2n1	-34	i	2	-15	32	-11	2	.	i
O=C(NC(=S)Nc1nc2ccccc2s1)c1cccs1	7	i	4	12	28	-1	-2	2	i
Cc1ccc(CNC(=O)CC(C)S(=O)(=O)c2ccc3c(c2)NC(=O)CO3)cc1 (configuration not stated)	11	i	-2	-4	-4	3	-2	-1	i
COc1cccc(N2CCN(S(=O)(=O)c3c(C)[nH]c(C)c3C(=O)N3CCCCC3)CC2)c1	-8	i	3	-2	-8	1	-3	-1	i
COc1cc(C2Nc3c(F)cccc3C3C=CCC32)cc(Br)c1OC (configuration not stated)	14	i	2	32	-8	-1	-1	1	i
O=C(NC1CCCCC1)C(c1cccs1)N(C(=O)c1ccccn1)c1ccccc1 (configuration not stated)	7	i	3	-6	0	0	-11	-1	i
CN(Cc1cccc(Cl)c1Cl)C(=O)c1cccc(S(=O)(=O)N2CCN(Cc3ccccc3)CC2)c1	-12	i	2	24	-23	-2	3	-4	i
Cc1cccc2sc(N(CCCN(C)C)C(=O)CN3C(=O)c4ccccc4C3=O)nc12	5	i	1	8	8	-2	-4	-1	i
Cc1cc(C)cc(NC(=O)c2cccc(NC3=NC4CS(=O)(=O)CC4S3)c2)c1 (configuration not stated)	-1	i	-4	-8	-133	0	0	-2	i
CCn1cc(C(=O)N[C@@H](CCSC)C(=O)NCCCO)c(=O)c2cc3c(cc21)OCO3	-9	i	1	-5	-9	3	-8	1	i
COc1ccc(C(CNC(=O)CSc2ccccc2F)N2CCOCC2)cc1 (configuration not stated)	-21	i	0	-3	30	0	2	-2	i
CCOCCCNCC(=O)Nc1ccc(OC(F)(F)F)cc1	0	i	2	-7	14	2	5	3	i
CCCCNC(=O)N1c2ccccc2CC1C (configuration not stated)	4	i	-1	-14	0	-2	-3	1	i
O=C(Cn1c(NCCCO)nc2ccccc21)c1ccc([N+](=O)[O-])cc1	-2	i	5	2	6	0	0	5	i
CCn1c(CSc2nnc3ccccn23)nc2cc(C(=O)O)ccc21	65	i	6	-16	31	4	2	42*	i
CC(=O)OCC(C)n1[nH]c2ccccc2c1=O (configuration not stated)	-9	i	-3	-6	18	4	0	0	i
O=C(NNC(=S)Nc1cccc2ccccc12)c1cccc(Br)c1	-8	i	0	5	20	1	4	4	i
COCCn1cc(C(=O)NCCCOC(C)C)c2c3ccccc3n(C)c2c1=O	10	i	10	-4	19	2	-6	3	i
COc1cc(OC)cc(C(=O)NCCCNC(=O)c2cccnc2)c1	12	i	-2	-1	-2	0	-3	2	i

14 structures already listed, sorted by molecular weight, ascending.
SMILES	SKN-1 block	Neddyl block	CSN deneddyl inh	FAS TE block	PABP1 MLLE inh	Rin1 Abl inh	NadD block	MT1-MMP act inh	Rpn11 block
CCCCNC(=O)N1c2ccccc2CC1C (configuration not stated)	4	i	-1	-14	0	-2	-3	1	i
CC(=O)OCC(C)n1[nH]c2ccccc2c1=O (configuration not stated)	-9	i	-3	-6	18	4	0	0	i
CCOCCCNCC(=O)Nc1ccc(OC(F)(F)F)cc1	0	i	2	-7	14	2	5	3	i
COc1cc(OC)cc(C(=O)NCCCNC(=O)c2cccnc2)c1	12	i	-2	-1	-2	0	-3	2	i
O=C(Cn1c(NCCCO)nc2ccccc21)c1ccc([N+](=O)[O-])cc1	-2	i	5	2	6	0	0	5	i
COCCn1cc(C(=O)NCCCOC(C)C)c2c3ccccc3n(C)c2c1=O	10	i	10	-4	19	2	-6	3	i
O=C(NNC(=S)Nc1cccc2ccccc12)c1cccc(Br)c1	-8	i	0	5	20	1	4	4	i
COc1cc(C2Nc3c(F)cccc3C3C=CCC32)cc(Br)c1OC (configuration not stated)	14	i	2	32	-8	-1	-1	1	i
COc1ccc(C(CNC(=O)CSc2ccccc2F)N2CCOCC2)cc1 (configuration not stated)	-21	i	0	-3	30	0	2	-2	i
Cc1cc(C)cc(NC(=O)c2cccc(NC3=NC4CS(=O)(=O)CC4S3)c2)c1 (configuration not stated)	-1	i	-4	-8	-133	0	0	-2	i
O=C(NC1CCCCC1)C(c1cccs1)N(C(=O)c1ccccn1)c1ccccc1 (configuration not stated)	7	i	3	-6	0	0	-11	-1	i
CCn1cc(C(=O)N[C@@H](CCSC)C(=O)NCCCO)c(=O)c2cc3c(cc21)OCO3	-9	i	1	-5	-9	3	-8	1	i
COc1cccc(N2CCN(S(=O)(=O)c3c(C)[nH]c(C)c3C(=O)N3CCCCC3)CC2)c1	-8	i	3	-2	-8	1	-3	-1	i
CN(Cc1cccc(Cl)c1Cl)C(=O)c1cccc(S(=O)(=O)N2CCN(Cc3ccccc3)CC2)c1	-12	i	2	24	-23	-2	3	-4	i

Continuation:
SMILES	SKN-1 block	Neddyl block	CSN deneddyl inh	FAS TE block	PABP1 MLLE inh	Rin1 Abl inh	NadD block	MT1-MMP act inh	Rpn11 block
CCOc1cc(N2CCOCC2)c(OCC)cc1NC(=O)COC(=O)c1cc(C)oc1C	-3	i	-5	0	3	2	8	.	i
COc1ccc(C(CNc2ncnc3sc(C)c(C)c23)N(C)C)cc1 (configuration not stated)	15	i	-3	3	-1	1	-2	-7	i
Cc1ccc(C(=O)N/C(=C\c2ccc(-c3ccc(Cl)cc3)o2)C(=O)NCCCN(C)C)cc1	-4	i	-9	6	-7	-2	-5	-4	i
CC1CCCCC12NC(=O)N(CC(=O)OCc1cccc(F)c1)C2=O (configuration not stated)	-7	i	0	-3	9	1	-4	0	i
C/C(=N\NC(=O)C1CCCN(S(=O)(=O)c2ccccc2)C1)c1cccnc1 (configuration not stated)	10	i	-1	-8	-4	2	2	0	i
O=C(CN1CCN(c2ccc([N+](=O)[O-])cc2Cl)CC1)N1CCOCC1	0	i	-3	0	0	-3	-1	2	i
Nc1c(-c2ccc(Cl)cc2)cnn1-c1cccc([N+](=O)[O-])c1	13	i	4	26	4	1	-2	-3	i
CCc1cc2c(SCC(=O)NC3CC3)ncnc2s1	-8	i	3	-3	-1	-40	-3	-3	i
Cc1ccc(NC(=O)C(C)N2C(=O)C3C4CC(C(Br)C4Br)C3C2=O)cc1 (configuration not stated)	5	i	-2	40	12	-6	-3	5	i
